High-throughput results deposited in PubChem by National Center for Advancing Translational Sciences (NCATS).
G9a inh = qHTS Assay for Inhibitors of Histone Lysine Methyltransferase G9a. Potency, µM (titrated, usually from 102 µM), without a hit: top-dose activity, negative = inhibition, hits mostly inhibitors. 8.8% of 350,000 active. AID 504332, 2011. G9a H3K9 monomethylation, AlphaScreen, 2 h; also: % is scaled to controls: 0 for no effect and ±100 for the full control effect; nearly all actives have a fitted effect of over 75% in size
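Compounds were preincubated with 20 nM G9a for 15 min, after which biotinylated H3K9 peptide (500 nM) and SAM (20 uM) started a 2 h room-temperature reaction. Monomethylated product was quantified by antibody-based AlphaScreen chemiluminescence.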
Tb PGK inh = qHTS Assay to Find Inhibitors of Phosphoglycerate Kinase. Phosphoglycerate kinase, glycosomal (Trypanosoma brucei brucei), P07378. PGK/GAPDH coupled, Kinase-Glo luminescence, 60 min. Potency, µM (series often up to 57.5 µM), without a hit: top-dose activity change, negative = inhibition, hits mostly inhibitors. 0.043% of 380,000 active. AID 602233, 2012; also: % is scaled to controls: 0 for no effect and ±100 for the full control effect; nearly all actives have a fitted effect of over 60% in size
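Luminescent ATP detection (Kinase-Glo Plus) follows a 60-minute room-temperature incubation, with wells lacking PGK as controls. Buffer: 100 mM TEA (pH 7.6), 5 mM MgCl2, 0.01% Tween-20. Coupling enzyme GAPDH (100 nM final) supplies unstable 1,3-BPG in-well.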
HP1b chromo inh = HTS for Inhibitors of HP1-beta Chromodomain Interactions with Methylated Histone Tails. Chromobox protein homolog 1 (Homo sapiens), P83916. AlphaScreen HP1-beta / biotin-H3K9me3 peptide binding. Potency, µM (top dose mostly 114 µM), for the others: at the highest dose activity change, negative = inhibition, usual class: inhibitors. 0.56% of 390,000 active. AID 540317, 2011; also: nearly all actives have a fitted effect of over 70% in size; inactives centre near 23
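Compound inhibition of the preformed complex between 50 nM HP1-beta and 50 nM biotinylated H3K9me3 peptide was read by AlphaScreen. Buffer was PBS pH 7.4 with 0.01% Tween-20. Incubations ran 30 min at room temperature, with 10 ug/mL donor/acceptor beads.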
BAZ2B inh = qHTS Assay for Inhibitors of BAZ2B; Bromodomain adjacent to zinc finger domain protein 2B (Homo sapiens), Q9UIF8; AlphaScreen BAZ2B-H3K14Ac peptide displacement; Potency, µM (titrated, usually from 114 µM), for the others: at the top dose activity change, negative = inhibition, most hits filed as inhibitors; 4.4% of 360,000 active; also: % is scaled to controls: 0 for no effect and ±100 for the full control effect; nearly all actives have a fitted effect of over 60% in size
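BAZ2B (50 nM) with biotin-H3(5-23)K14Ac peptide (50 nM) in PBS pH 7.4, 0.01% Tween-20, preformed 30 min, then compound 30 min at room temperature; top concentration 110uM. AlphaScreen streptavidin donor/nickel chelate acceptor beads (10 ug/mL final), 20 min dark, signal read.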
GLS inh = qHTS for Inhibitors of Glutaminase (GLS) | Glutaminase kidney isoform, mitochondrial (Homo sapiens), O94925 | GLS enzymatic activity, qHTS titration | Potency, µM (doses to about 45.5 µM), for inactives: top-dose activity change, negative = inhibition, hits mostly inhibitors | 0.21% of 410,000 active; also: % is scaled to controls: 0 for no effect and ±100 for the full control effect
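Enzyme dispensed in phosphate buffer (45 mM, pH 8.2, 0.02% Tween-20), compounds pinned in, then 1 mM L-glutamine solution and the glutamate oxidase–HRP–Amplex Red mix added; fluorescence read immediately and again after 30 min at room temperature.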
POLI inh = qHTS for Inhibitors of Polymerase Iota; DNA polymerase iota (Homo sapiens), Q9UNA4; Pol iota fluorescent replication assay, 10 min; Potency, µM (doses to about 115 µM), inactives show at the top dose activity, negative = inhibition, actives largely listed as inhibitors; 1% of 390,000 active; AID 588590, 2011
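Fluorescent replication assay read twice, at 0 min and 10 min after adding 50 nM (final) substrate. Enzyme (10 nM) and compounds were first incubated 15 min at room temperature; enzyme-free buffer wells were negative controls.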
JMJD2A Tudor = qHTS Assay for Inhibitors of JMJD2A-Tudor Domain; Lysine-specific demethylase 4A (Homo sapiens), O75164; 4.4% of 390,000 active; Potency, µM (top dose mostly 114 µM), for inactives: at the top dose activity change, negative = inhibition, usual class: inhibitors; AlphaScreen JMJD2A-Tudor / H3K4me3 peptide binding; also: % is scaled to controls: 0 for no effect and ±100 for the full control effect; nearly all actives have a fitted effect of over 50% in size
Target sequence (O75164 whole entry, looked up, the tested form may be a part): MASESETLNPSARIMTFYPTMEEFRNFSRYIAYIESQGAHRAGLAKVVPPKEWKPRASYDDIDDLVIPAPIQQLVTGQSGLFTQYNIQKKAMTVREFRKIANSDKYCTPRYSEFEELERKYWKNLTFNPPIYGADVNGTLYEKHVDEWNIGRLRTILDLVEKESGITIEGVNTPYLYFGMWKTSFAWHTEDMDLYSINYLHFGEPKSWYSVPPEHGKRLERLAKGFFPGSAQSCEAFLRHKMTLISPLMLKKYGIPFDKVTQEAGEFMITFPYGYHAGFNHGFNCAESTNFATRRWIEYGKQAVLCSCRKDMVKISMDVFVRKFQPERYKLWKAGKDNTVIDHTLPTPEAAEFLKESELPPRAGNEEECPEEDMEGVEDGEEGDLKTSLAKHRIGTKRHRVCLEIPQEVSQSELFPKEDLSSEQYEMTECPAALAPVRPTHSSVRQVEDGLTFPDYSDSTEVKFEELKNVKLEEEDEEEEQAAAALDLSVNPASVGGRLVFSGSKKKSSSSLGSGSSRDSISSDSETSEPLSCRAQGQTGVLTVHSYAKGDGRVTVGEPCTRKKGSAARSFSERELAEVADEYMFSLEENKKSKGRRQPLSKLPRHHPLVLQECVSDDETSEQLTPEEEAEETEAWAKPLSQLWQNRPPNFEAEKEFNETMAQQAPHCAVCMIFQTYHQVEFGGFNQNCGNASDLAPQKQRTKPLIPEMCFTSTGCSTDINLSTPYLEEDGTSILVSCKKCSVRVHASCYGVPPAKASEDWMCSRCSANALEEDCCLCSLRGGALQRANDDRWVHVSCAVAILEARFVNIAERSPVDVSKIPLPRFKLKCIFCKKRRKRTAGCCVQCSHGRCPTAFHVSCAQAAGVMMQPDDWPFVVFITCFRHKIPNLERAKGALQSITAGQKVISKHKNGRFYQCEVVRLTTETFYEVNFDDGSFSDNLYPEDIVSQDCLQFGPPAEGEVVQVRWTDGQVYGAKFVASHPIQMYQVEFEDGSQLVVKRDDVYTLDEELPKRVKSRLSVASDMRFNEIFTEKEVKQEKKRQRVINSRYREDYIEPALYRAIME
BLM helicase inh = qHTS Assay for Inhibitors of Bloom's syndrome helicase (BLM). Potency, µM (series often up to 56.1 µM), inactives show at the highest dose activity change, negative = inhibition, usual class: inhibitors. 0.2% of 350,000 active. recombinant BLM DNA unwinding, fluorescence dequenching. RecQ-like DNA helicase BLM (Homo sapiens), P54132. AID 2528, 2010;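 also: plate controls were vehicle for no effect and no enzyme for full effect; nearly all actives have a fitted effect of over 35% in size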
Pin1 inhibitor = qHTS Assay to Find Inhibitors of Pin1. 0.009% of 390,000 active. Potency, µM (highest dose often 115 µM), without a hit: at the highest dose activity, negative = inhibition, most hits filed as inhibitors. AID 504891, 2011. Pin1 FP peptide displacement, HiFluor488, 10 min; active = well fitted inhibition curve with a large enough effect in the polarisation, with a control signal flat, not every such curve was filed as active; inconclusive = small, poorly fitted or top-dose-only effect, or effect the other way, or a change in a side signal; inactive = no such curve, though single readings can be large or run the other way; the % refers to the polarisation; also: % is scaled to controls: 0 for no effect and ±100 for the full control effect
An asterisk follows results filed as active; i = inactive; u = inconclusive; x = not tested or not shown; [ ] = dose if it differs, or a comment. Unless noted, calls follow the shape of the dose curve; as a rule, active = well fitted curve in the direction sought with a large enough effect; inconclusive = small, poorly fitted or top-dose-only effect, or another doubt; inactive = no such curve, though single readings can be large; an effect the other way counts as inactive or inconclusive. Potency is read from the fitted curve at half-maximal effect. The list is partial (hit frequency here may not be typical).

SMILES | G9a inh | Tb PGK inh | HP1b chromo inh | BAZ2B inh | GLS inh | POLI inh | JMJD2A Tudor | BLM helicase inh | Pin1 inhibitor
C=CCNC(=O)/C(C#N)=C\c1cc(Cl)c(O)c(OCC)c1 | 11µM* | i | 9% | -15% | 21% | u | -11% | -1% | 59%[activator]
CCN(CC)CCN(C(=O)c1cc(Cl)sc1Cl)c1nc2cc3c(cc2s1)OCO3 | 50µM* | -2% | -11% | u | -9% | 0% | u | -5% | 0%
CCS(=O)(=O)c1ncc(N(Cc2ccccc2)Cc2ccco2)c(C(=O)Nc2cccc(Cl)c2C)n1 | u | i | 2% | u | -3% | 35%[activator] | -30% | -7% | -2%
Cc1cc2cc(CN(CCN3CCOCC3)C(=O)Nc3ccccc3F)c(=O)[nH]c2cc1C | -39% | -5% | 3% | -26% | 3% | 9% | -13% | 2% | u
Cc1cccc(OCC(O)Cn2c(=N)n(Cc3ccccc3)c3ccccc32)c1 (stereo not given) | x | i | 26% | -16% | 0% | -15% | -31% | -15% | 1%
Cc1cc(-c2ccccc2C(=O)Nc2ccccc2O)on1 | 0% | -9% | 26% | -4% | 19% | -4% | -3% | -5% | -2%
CN(c1ccc(Cl)cc1)S(=O)(=O)c1nnc(NC(=O)C2CCCCC2)s1 | 2%[59 µM] | -3% | 51%[activator] | 5% | 5% | 31%[activator] | -12% | -5% | -9%
Cc1ccc(CNC(=O)c2cc3c(=O)n4cccc(C)c4nc3s2)cc1 | -6%[59 µM] | x | 28% | u | -3% | -14% | -14% | -11% | 0%
Cc1ccc(OCc2nnc(SCC(=O)O)n2N)cc1 | 108%[activator][59 µM] | 0% | 28% | u | -2% | 27% | -15% | 1% | -3%
N#Cc1c(N)n(CCOC(=O)c2ccc(Cl)cc2)c2nc3ccccc3nc12 | -7%[59 µM] | i | 41% | 4% | 2% | u | 7% | -5% | 34%[activator]
CCCOc1ccccc1OCC(=O)Nc1cc(Cl)ccc1-n1cncn1 | 45µM* | -4% | 18% | 5% | 1% | 9% | -1% | x | 7%
O=C(COCc1ccccc1)N[C@@H]1c2ccccc2CC[C@H]1OCc1ccccc1 | x | -7% | 70%[activator] | x | -4% | -10% | 31% | x | 4%
COc1ccc(NC(=O)C2CCCN(c3nccc(C)n3)C2)cc1 (stereo not given) | -8%[59 µM] | 8% | 27% | -14% | 0% | 16% | -3% | -4% | -3%
COc1ccc(-c2cc3nc4ccccc4n3c(N)c2C#N)cc1 | 5% | -9% | 79%[activator] | -20% | 3% | 20% | -20%[11.4 µM] | -11% | u
CCNC(=O)/C(C#N)=C/c1c(N2CCCCCC2)nc2ccccn2c1=O | -4%[2.33 µM] | x | 67%[activator] | 2% | 3% | -13% | -8% | -1% | 5%
Cc1ccc(C=NNc2nc3c([nH]2)c(=O)n(C)c(=O)n3C)cc1 | x | 0% | 9%[57 µM] | x | 6% | 41%[activator] | -18% | x | -3%
CCC(=O)NCCc1nc2cc(NC(=O)c3ccccc3Cl)ccc2n1C | 17% | 6% | 26% | 13% | 8% | 17% | -2% | -3% | -1%
O=C(CCn1cnnn1)NC1CCCN(Cc2ccccc2F)C1 (stereo not given) | 15% | 1% | 17% | -10% | 7% | 10% | -3% | -9% | -1%
COc1ccc2[nH]cc(C(=O)CNc3nc(C)cs3)c2c1 | u | 2% | -1% | 50µM* | -10% | 1% | -5%[11.4 µM] | -10% | 2%
Cc1cccc(C2c3[nH]c4ccccc4c3CCN2Cc2cnn(-c3ccc(F)cc3)c2)n1 (stereo not given) | -3% | i | -3% | -34% | -2% | 15% | -13% | -1% | 20%
O=C(Cn1cnc2ccccc2c1=O)N1CCN(c2ccc(F)cc2)CC1 | 0% | -11% | 34%[activator] | -9% | -1% | 1% | -9% | 1% | -9%
COCCNC(=O)C1(C)Oc2ccccc2NC1=O (stereo not given) | -25%[12.7 µM] | 5% | 86%[activator] | -17% | 11% | 13% | -14% | 0% | -2%
Nc1n[nH]c(N)c1N=Nc1cccc(F)c1 | u | -5% | -17% | 40µM* | 13% | 0% | u | 0% | 2%
C=CCn1c(NS(=O)(=O)c2ccccc2)c(S(=O)(=O)c2ccc(C)cc2)c2nc3ccccc3nc21 | 2µM* | -6% | 87%[activator] | -19% | 1% | 3.2µM* | 12% | 4.5µM* | -19%
Cc1ccc2nc(-c3ccc(NC(=O)COCC(=O)O)cc3)sc2c1 | 50µM* | -3% | 23% | -4% | 1% | 44%[activator] | -20% | -1% | 1%

Some of the entries so far, comma-delimited.
structure,G9a inh,Tb PGK inh,HP1b chromo inh,BAZ2B inh,GLS inh,POLI inh,JMJD2A Tudor,BLM helicase inh,Pin1 inhibitor
C=CCNC(=O)/C(C#N)=C\c1cc(Cl)c(O)c(OCC)c1,11µM*,i,9%,-15%,21%,u,-11%,-1%,59%[activator]
CCN(CC)CCN(C(=O)c1cc(Cl)sc1Cl)c1nc2cc3c(cc2s1)OCO3,50µM*,-2%,-11%,u,-9%,0%,u,-5%,0%
CCS(=O)(=O)c1ncc(N(Cc2ccccc2)Cc2ccco2)c(C(=O)Nc2cccc(Cl)c2C)n1,u,i,2%,u,-3%,35%[activator],-30%,-7%,-2%
Cc1cc2cc(CN(CCN3CCOCC3)C(=O)Nc3ccccc3F)c(=O)[nH]c2cc1C,-39%,-5%,3%,-26%,3%,9%,-13%,2%,u
Cc1cccc(OCC(O)Cn2c(=N)n(Cc3ccccc3)c3ccccc32)c1 (stereo not given),x,i,26%,-16%,0%,-15%,-31%,-15%,1%
Cc1cc(-c2ccccc2C(=O)Nc2ccccc2O)on1,0%,-9%,26%,-4%,19%,-4%,-3%,-5%,-2%
CN(c1ccc(Cl)cc1)S(=O)(=O)c1nnc(NC(=O)C2CCCCC2)s1,2%[59 µM],-3%,51%[activator],5%,5%,31%[activator],-12%,-5%,-9%
Cc1ccc(CNC(=O)c2cc3c(=O)n4cccc(C)c4nc3s2)cc1,-6%[59 µM],x,28%,u,-3%,-14%,-14%,-11%,0%
Cc1ccc(OCc2nnc(SCC(=O)O)n2N)cc1,108%[activator][59 µM],0%,28%,u,-2%,27%,-15%,1%,-3%

The list continues.
SMILES | G9a inh | Tb PGK inh | HP1b chromo inh | BAZ2B inh | GLS inh | POLI inh | JMJD2A Tudor | BLM helicase inh | Pin1 inhibitor
CCCCN=C1NN=C(c2cc3ccccc3o2)CS1 | u | -4% | u | -39% | 6% | 48%[activator] | u | 2% | 15%
CN1C(C(=O)NCc2cccc(Br)c2)CC2Cn3c(nc4cc5ccccc5cc43)C21 (stereo not given) | -2%[59 µM] | -2% | 15% | -17% | 4% | 10% | -32% | -3% | -2%
CN1CCC[C@@H]1CCNC(=O)c1c(-c2ccc3c(c2)OCO3)noc1-c1ccsc1 | x | 7% | 34% | x | 2% | 3% | -23% | x | 2%
O=C(c1cnc(Cl)c(Cl)c1)N1CCC(Cc2ccccc2)CC1 | -2% | 8% | 24% | 8% | -9% | 62%[activator] | 12% | -6% | 11%
COc1cccc2cc(C(=O)NCc3ccc(Cl)cc3)c(=O)oc12 | 26% | 1% | 13% | -1% | 1% | -8% | -10% | -5% | -2%
O=c1cc(/C=C/c2ccccc2)oc2c1ccc1ccccc12 | u | 1% | 24% | -11% | 1% | u | -18% | -1% | 22%
CCCC(=O)Nc1nnc(SCC(=O)N2CCCCC2)s1 | 18µM* | -3% | u | 3% | -9% | 92%[activator] | 71µM* | 1% | 6%
CN(C)c1ccc(CNC(=O)CCNS(=O)(=O)c2cc(Br)cnc2N)cc1 | 35µM* | 0% | 0% | -32% | 4% | 17% | 32µM* | 0% | -1%
O=C(NC1CCCCCCC1)c1ccc(F)cc1 | 18% | i | 21% | -1% | -9% | 35%[activator] | -3% | -2% | -7%
CC(C)(C)N1C(=O)c2ccc(C(=O)Nc3ccc(C(=O)O)cc3)cc2C1=O | 16% | 5% | 23% | u | -3% | -4% | -10% | -1% | 5%
CCN(CC)c1ccc2cc(NC(=O)CCC(=O)O)c(=O)oc2c1 | u | x | 40%[activator] | 5% | 60%[activator] | -2% | 0% | 2% | u
CCOC(=O)c1sc(C)c2c1NC(c1ccc(Cl)cc1)NC2=O (stereo not given) | -3%[2.33 µM] | -10% | 13% | 3% | -28% | 4% | -9% | -2% | -4%
CC(NC(=O)Cc1ccccc1F)c1ccc(F)cc1 (stereo not given) | 13% | -2% | -4% | -16% | 12% | 95%[activator] | -5%[11.4 µM] | -12% | 1%
O=C(NCc1ccc2c(c1)OCO2)C1CCC(CNS(=O)(=O)c2cccc3nsnc23)CC1 (stereo not given) | 16% | 5% | 37% | 11% | -9% | 13% | -10% | 2% | -1%
CCOC(=O)CSC1=NC(=O)/C(=C/c2ccc(OC)cc2)S1 | 7.1µM* | -8% | 16% | -7% | 22% | 11% | -21% | 0% | u
Cc1nc(C)c(-c2ccc(SCC(=O)Nc3cccc(F)c3)nn2)s1 | 22µM* | 2% | 38% | -16% | 1% | -11% | u | 3% | 6%
CCC(CC)=NNc1ccc([N+](=O)[O-])cc1[N+](=O)[O-] | 9% | 3% | 24% | u | 3% | 10% | -17% | 0% | 1%
